# EP2 antag: human EP2 receptor antagonists, primary screen, TR-FRET cAMP, C6 glioma cells | inhibition, % at 25 µM | AID 1422, 2008 | C6 glioma cells expressing human EP2; cells stimulated with saturating PGE2 | 0.52% of 260,000 active;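 active = percent inhibition above 40 after rounding to a whole number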;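 also: rat C6 glioma host cells with rolipram phosphodiesterase inhibitor present; the protocol text gives 20 µM as final concentration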
# NPY1 pot ag: NPY-Y1 receptor potentiators or agonists, primary screen, cell-based; Neuropeptide Y receptor type 1 (Homo sapiens), P25929; NPY-Y1 expressing cells, potentiator/agonist activation; activation, % at 3.6 µM; 0.37% of 220,000 active; AID 1304, 2008; in the data active = activation above about 33%, passing the limit was not always enough;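 also: cells stimulated with NPY at EC10 then isoproterenol at EC100; 0% = low agonist plus stimulus and 100% = saturating agonist plus stimulus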
# Target sequence (P25929 whole entry, looked up): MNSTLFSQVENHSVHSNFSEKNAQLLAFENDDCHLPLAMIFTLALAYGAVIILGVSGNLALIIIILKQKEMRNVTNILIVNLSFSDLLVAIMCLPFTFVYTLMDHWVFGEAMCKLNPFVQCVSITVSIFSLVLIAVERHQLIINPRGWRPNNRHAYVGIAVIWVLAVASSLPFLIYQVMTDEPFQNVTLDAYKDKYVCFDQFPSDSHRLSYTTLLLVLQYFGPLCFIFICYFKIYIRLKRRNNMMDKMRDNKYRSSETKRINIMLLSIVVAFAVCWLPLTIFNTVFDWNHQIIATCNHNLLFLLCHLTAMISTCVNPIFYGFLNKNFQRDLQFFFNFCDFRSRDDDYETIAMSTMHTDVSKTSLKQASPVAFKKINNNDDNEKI
# NPY Y1 blocker: NPY-Y1 receptor antagonists, primary screen, cell-based; Neuropeptide Y receptor type 1 (Homo sapiens), P25929; HEK293-CNG Y1 cells, membrane potential fluorescence; NPY at EC95, then isoproterenol; inhibition, % at 3.6 µM; 1% of 200,000 active; AID 1040, 2008;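 active = inhibition above the campaign mean inhibition of all tested compounds plus 3 SD, cut at about 20% in these data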;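 also: 0% = DMSO wells given NPY plus isoproterenol and 100% = isoproterenol alone without NPY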
#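 Material: HEK293 cells with Y1 receptor plus CNG channel; times: compound incubation 1 h at room temperature, readout 45 min post-stimulation; signal: fluorescence, membrane potential probe; read-out basis: fluorescence ratio normalized to % inhibition between controls; benchmarks: full-block control isoproterenol-only wells, zero-block control NPY plus isoproterenol wells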
# S1P4 antagonist: S1P4 receptor antagonists, primary screen, cell-based; Sphingosine 1-phosphate receptor 4 (Homo sapiens), O95977; S1P4-expressing cells, antagonist mode, reporter read-out; inhibition, % at 4.98 µM; 0.26% of 220,000 active; in the data active = inhibition above about 29%;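 also: 0% = wells stimulated with agonist and 100% = vehicle wells without agonist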
# NPY-Y2 PAM-ag: NPY-Y2 potentiators or agonists, primary screen, cell-based; Neuropeptide Y receptor type 2 (Homo sapiens), P49146; cells expressing NPY-Y2, potentiator/agonist read-out; activation, % at 3.6 µM; 0.45% of 220,000 active; AID 1359, 2008; in the data active = activation above about 27%;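 also: cells stimulated with NPY near EC25 plus isoproterenol at EC100; 0% = vehicle plus submaximal agonist and 100% = vehicle plus saturating agonist; some results beyond the cut were filed as inactive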
# Target sequence (P49146 whole entry, looked up): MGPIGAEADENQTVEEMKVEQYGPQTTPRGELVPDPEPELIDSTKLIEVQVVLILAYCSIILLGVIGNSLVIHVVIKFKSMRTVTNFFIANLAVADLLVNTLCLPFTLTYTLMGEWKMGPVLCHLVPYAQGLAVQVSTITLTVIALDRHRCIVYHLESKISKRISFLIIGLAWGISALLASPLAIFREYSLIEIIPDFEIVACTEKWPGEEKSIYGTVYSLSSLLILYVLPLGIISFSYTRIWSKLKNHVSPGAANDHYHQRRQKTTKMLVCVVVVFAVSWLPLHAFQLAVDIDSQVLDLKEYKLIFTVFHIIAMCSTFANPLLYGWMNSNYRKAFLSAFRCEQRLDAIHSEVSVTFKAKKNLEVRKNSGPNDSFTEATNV
# p97 inhibitor: inhibitors of human p97 ATPase, primary screen, biochemical; Transitional endoplasmic reticulum ATPase (Homo sapiens), P55072; recombinant p97 ATPase, Kinase-Glo ATP luminescence, 3 h; inhibition, % at 8 µM; 0.42% of 220,000 active; AID 1481, 2009; in the data active = inhibition above about 15%;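 also: 0% = DMSO vehicle and 100% = wells lacking enzyme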
# S1P4 agonist: S1P4 receptor agonists, primary screen, cell-based. Sphingosine 1-phosphate receptor 4 (Homo sapiens), O95977. 0.35% of 220,000 active. activation, % at 4.98 µM. S1P4-expressing cell line, agonist reporter assay; in the data active = activation above about 11%;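 also: 0% = DMSO vehicle and 100% = reference agonist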
# EP2 modulator: EP2 receptor modulators, cAMP readout, primary screen, cell-based, HTRF cAMP, PGE2 stimulation; Prostaglandin E2 receptor EP2 subtype (Homo sapiens), P43116; EP2-expressing cells, cAMP HTRF FRET, PGE2 co-stimulation; induction, % at 25 µM; 0.83% of 260,000 active;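 active = compounds whose cAMP rise, as percent of the full-agonist control response, exceeds 60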;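 also: rat C6 glioma line stably carrying human EP2 under a CMV promoter; the protocol text gives 20 µM as final concentration; 100% = response of wells given 1 µM PGE2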
# eIF4E 4G PPI: eIF4E–eIF4G protein interaction inhibitors, primary screen, biochemical, uHTS, TR-FRET, eIF4GI fragment; Eukaryotic translation initiation factor 4E (Mus musculus) + Eukaryotic translation …; TR-FRET eIF4E-eIF4GI(517-606) binding, 2 h; inhibition, % at 21.7 µM; 0.37% of 220,000 active;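 active = inhibition above about 30%, limit read from the data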;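 also: 0% = full FRET control wells and 100% = background wells lacking eIF4GI fragment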
# Numbers without * were called inactive; x = not tested or not shown; & = joins results of further samples; ! = not active in a repeat; [ ] = remark or other dose. A portion of the library. The share of hits here may be higher or lower than overall.
SMILES,EP2 antag,NPY1 pot ag,NPY Y1 blocker,S1P4 antagonist,NPY-Y2 PAM-ag,p97 inhibitor,S1P4 agonist,EP2 modulator,eIF4E 4G PPI
Fc1ccccc1N1CC(c2ccccc2)C(c2cccs2)=N1 (stereo unspecified),6,29,0,1,14,6,4.4,35,1
Cn1ccnc1SCC(=O)Nc1ccc2c(c1)OC(F)(F)O2,7,14,-2,-13,0,-3,0.2,-20,2
COc1ccc(OCC(O)CNC(=O)c2ccc(Br)cc2)cc1 (stereo unspecified),8,-26,8,-13,-2,-1,0.2,-24,18[fluorescence artefact?]
O=C(CCC(=O)c1cccs1)Nc1ccccc1F,8,15,0,-1,14,3,1.7,-10,-2
COc1ccc(OC)c(NC(=O)C2CCCNC2=O)c1 (stereo unspecified),4,27,2,3,6,3,-2.8,19,-9[fluorescence artefact?]
COc1ccc(NCC(=O)N/N=C2\CCc3ccccc32)cc1,8,19,11,2,-6,4,-1.2,-6,0
Cc1ccc(N(CC(O)CN2CCOCC2)S(=O)(=O)c2ccc3ccccc3c2)cc1 (stereo unspecified),12,-14,4,1,-14,-10,0.7,-1,10
CCOc1ccc(NC(=O)Nc2cccs2)cc1,7,-15,9,9,-14,-2,-0.2,3,-4
Cc1ccc(OCc2nnc(NC(=O)c3ccco3)s2)c(C)c1,6,6,-6,14,9,0,-1.2,4,-3
C/C=C(/C(=C/C)c1ccc(O)cc1)c1ccc(O)cc1,11&11,4,0,-3,12,0,0.2,29&9,12
COc1ccc(-c2noc(CCCC(=O)NCc3ccco3)n2)cc1OC,7,21,0,-15,1,7,1.1,23,-2
CC(C)Oc1ccc(Oc2ccc(C(F)(F)F)cn2)cc1,14,11,-2,-3,-4,4,-0.5,3,-7
O=C(CSCc1cnn(-c2ccccc2)c1-n1cccc1)NCc1cccs1,9,-10,2,10,-3,-3,1.4,48,2
CC1=CC(c2ccccc2)n2nc(N3C(=O)C4CC=CCC4C3=O)nc2N1 (stereo unspecified),13,23,-1,9,-10,-6,1.0,1,-4
Cc1ccc[n+](C(C)C(=O)c2ccc(-c3ccccc3)cc2)c1 (stereo unspecified),2,0,8,3,-10,2,-0.3,1,6
Cc1cc(C)n(-c2nc3ccccc3[nH]c2=O)n1,15,-2,1,-21,-6,3,3.4,0,-1
CC(C)C(CC(=O)NCc1ccco1)c1ccco1 (stereo unspecified),8,11,3,-3,11,8,-3.3,22,9
CCOC(=O)CNC(=S)N(Cc1ccccc1)Cc1cccnc1,6,3,6,-2,5,6,0.4,-9,1
COc1ccccc1N(CC(=O)NC1CCCCC1)S(C)(=O)=O,6,-13,1,-4,14,4,0.6,11,6
O=c1c(F)cn(C2CCCO2)c(=O)n1Cc1ccccc1F (stereo unspecified),8,-7,-5,-9,-2,4,0.3,4,3
CCOC(=O)C1CCCn2c1nc1sc3c(c1c2=O)CCCC3 (stereo unspecified),8,-10,3,-12,-4,-2,-2.5,6,-2
NC(=O)C1CCN(C(=S)c2cccs2)CC1,x,3,3,-31,-2,-4,-2.7,16,2
Cc1ccc2c(c1)c(Sc1ccccc1)c(CC(=O)O)n2C,8,-48,13,-11,-17,-3,0.1,-5,5[fluorescence artefact?]
O=[N+]([O-])c1ccc(-n2nnnc2-c2ccccc2)cc1,3,-10,0,0,6,5,0.3,-6,3
CO/N=C/C(C#N)c1ncc(C(F)(F)F)cc1Cl (stereo unspecified),7,-6,-1,-20,-11,-3,0.1,-5,83*

# An excerpt of these results, with each value named:
O=C(CSCc1cnn(-c2ccccc2)c1-n1cccc1)NCc1cccs1
  EP2 antag = 9
  NPY1 pot ag = -10
  NPY Y1 blocker = 2
  S1P4 antagonist = 10
  NPY-Y2 PAM-ag = -3
  p97 inhibitor = -3
  S1P4 agonist = 1.4
  EP2 modulator = 48
  eIF4E 4G PPI = 2

CC1=CC(c2ccccc2)n2nc(N3C(=O)C4CC=CCC4C3=O)nc2N1 (stereo unspecified)
  EP2 antag = 13
  NPY1 pot ag = 23
  NPY Y1 blocker = -1
  S1P4 antagonist = 9
  NPY-Y2 PAM-ag = -10
  p97 inhibitor = -6
  S1P4 agonist = 1.0
  EP2 modulator = 1
  eIF4E 4G PPI = -4

# Further structures follow:
SMILES,EP2 antag,NPY1 pot ag,NPY Y1 blocker,S1P4 antagonist,NPY-Y2 PAM-ag,p97 inhibitor,S1P4 agonist,EP2 modulator,eIF4E 4G PPI
CCOc1ccc(NC(=S)N(CCc2ccncc2)C(C)C)cc1,4,-2,6,-23,0,2,-1.7,-30,3
Cc1ccccc1-n1cc(C(=O)c2cc(Cl)ccc2O)cc(C#N)c1=O,4,13,-4,2,6,2,0.4,2,15
Cc1c(C(=O)NCCCn2ccnc2)oc2ccccc12,6,5,9,9,-10,6,0.2,-23,-4
O=C(NC(CCl)c1ccccc1)c1ccc(Cl)cc1 (stereo unspecified),8,14,4,-7,-1,0,-1.0,-17,-1
COC(=O)C(C)Sc1nc2c(c(=O)n(C)c(=O)n2C)n1Cc1cccc(C)c1 (stereo unspecified),21&7,-17,7,1,8,2,1.2,32&46,-3
CC(C)COc1nc2ccccc2c(=O)n1OCC(=O)O,x,-6,-2,-23,-12,0,-2.6,9,-5[fluorescence artefact?]
Nc1nc(N)c2sc3nc4c(cc3c2n1)CCC4,12,11,1,-12,3,8,2.1,-9,-4
Cc1ccsc1/C=N/Nc1cccc(C(=O)O)c1,6,10,0,11,-8,2,-1.9,-23,4
CCOc1ccc(C(=O)NC(Cc2ccccc2)C(=O)OC)cc1 (stereo unspecified),10,-2,-6,-3,5,2,0.4,17,2
Cc1c(C(=O)Nc2ccccc2-c2ccccc2)cccc1[N+](=O)[O-],10,-20,-1,-24,9,2,1.4,5,17
Cc1nc2c(=O)n(-c3ccc(F)cc3F)nc(C)c2s1,23,13,x,12,13,7,-1.2,-14,1
O=C(O)C1CC(=O)N(Cc2ccc(F)cc2)C1 (stereo unspecified),8,-2,2,2,3,-5,0.9,29,-3
O=C(O)CSc1ncnc2sc3c(c12)CCCC3,11,-30,9,-16,-26,5,5.3,16,-2
CCC(C(=O)OC)n1c(-c2ccccc2)nc2ccccc2c1=O (stereo unspecified),7&5,6,7,-7,-6,-3,1.0,69*!,1
COCCn1c(CN2CCc3ccccc3C2)nc2c1c(=O)n(C)c(=O)n2C,4,2,-2,-30,10,1,0.2,-11,-3
NNC(=O)c1sccc1OCc1ccc(F)cc1,3,-10,7,-10,-23,5,0.7,-4,4
CCCC(C(=O)NCc1ccco1)N(C(=O)CNS(=O)(=O)c1ccccc1)c1ccc(OC)cc1 (stereo unspecified),4,7,9,-6,-16,-5,-0.2,-2,-1
Cc1ccccc1Nc1cc2ccccc2c(=O)[nH]1,9,-20,2,-2,-11,4,-0.6,-5,2
COc1ccc(NCc2cc3ccccc3[nH]c2=O)cc1,22,17,6,-28,2,-1,0.2,-17,6
CC1(C)C2CC=C(/C=N/NC(=S)NCCc3ccccc3)C1C2 (stereo unspecified),12,7,0,-7,7,0,1.2,32,-1
CC1CCCCN1C(=O)Cn1cc(C=O)c2ccccc21 (stereo unspecified),2,9,2,-10,11,-2,-0.5,-21,8[fluorescence artefact?]
CC(=O)C1=C(C)NC(=O)NC1c1cccs1 (stereo unspecified),20,-6,1,-1,1,-1,2.9,-3,-3[fluorescence artefact?]
Cc1ccc(C2CC(c3cccc(NS(C)(=O)=O)c3)=NN2S(C)(=O)=O)cc1 (stereo unspecified),7,-8,-1,-3,10,0,1.2,1,4
O=C(c1ccc(S(=O)(=O)N2CCOCC2)cc1)N1CCN=C1SCc1cccnc1,8,5,-2,-5,10,-4,1.5,15,3
C/C(=N\NC(=O)COc1ccc([N+](=O)[O-])cc1)C(C)(C)C,2,-12,10,-8,2,-1,-2.2,14,15

# Further entries
SMILES,EP2 antag,NPY1 pot ag,NPY Y1 blocker,S1P4 antagonist,NPY-Y2 PAM-ag,p97 inhibitor,S1P4 agonist,EP2 modulator,eIF4E 4G PPI
CCC(C)N(C)C(=O)c1cc2ccccc2c(-c2ccccc2Cl)n1 (stereo unspecified),8&12,3,0,-14,1,0,0.6,70*!,4
CSc1ccccc1C(=O)Nc1ccccc1C,12,-7,-3,-4,-3,0,0.2,-10,2
CCCOc1ccc(N2CC(C(=O)Nc3ccccc3C(=O)NCc3ccco3)CC2=O)cc1 (stereo unspecified),3,-27,-7,-18,-4,-6,-0.4,14,6
C[C@H](O)CC1=C[C@H](O)[C@@H](C)OC1=O,17,-1,0,-8,-8,6,-1.4,19,0
COC(=O)c1cc2ccsc2n1CC(=O)N(C)C1CCCCC1,x,-19,6,-10,0,-6,0.2,23,-1
O=C(CN(C1CCCCC1)S(=O)(=O)c1ccccc1)NCc1ccco1,6,28,-2,-13,1,-4,0.2,17,1
CCc1c(C)nc(SCC(=O)N2CCCCC2C)[nH]c1=O (stereo unspecified),3,9,8,-1,10,3,0.8,4,0
CC(C)(CO)NC(=O)Nc1ccc(Cl)c(Cl)c1,11,5,-14,-2,-11,1,-0.6,-67,4
CCOc1c(CNc2nnnn2C)cccc1OC,11,0,9,2,16,2,0.6,36,2
CCOC(=O)c1cc(C)n(-c2c(C)n(C)n(-c3ccccc3)c2=O)c1C,11,-12,-1,-6,11,-1,1.2,7,-21
C=CCn1c(N)c(C(=O)Nc2ccccc2)c2nc3ccccc3nc21,19,18,-4,8,0,9,3.5,-2,x
COc1ccc(S(=O)(=O)NCC2CCCN(Cc3ccccc3C)C2)cc1 (stereo unspecified),0,-17,8,-3,-14,-3,1.2,2,-2
COc1ccc(N(CC(=O)NC2CCCCC2)C(=O)CNC(=O)c2ccco2)cc1OC,4&0,19,2,-7,-10,-1,1.9,-12&-17,6
Cc1ccccc1C(=O)NC1CCN(CC(=O)Nc2ccc3c(c2)OCCO3)CC1,7,5,-1,-26,-7,2,-3.5,-30,2
O=C(COc1cccc2c1CCN(Cc1ccc(Cl)cc1)C2=O)N1CCOCC1,1,-4,-1,-9,0,-2,-0.5,-27,-1
COc1ccc(Nc2oc(-c3ccco3)nc2S(=O)(=O)c2ccc(F)cc2)cc1,10,-8,8,-10,10,1,3.3,24,0
O=C(CCl)Nc1cn(-c2ccccc2)nc1-c1ccccc1,2,-7,-3,17,5,15*,-1.6,37,0
CC(C)NC(=S)N/N=C/c1cccs1,21,13,6,-7,-12,-5,0.9,-1,1
Cn1c(Cl)c(/C=N/OC(=O)c2ccc(Cl)cc2)c2ccccc21,11,-1,-3,-31,5,1,0.9,36,0
O=C(c1sc2cc(F)ccc2c1Cl)N1CCN(c2ccccc2)CC1,8,-3,-3,-20,1,-3,0.0,-47,4[fluorescence artefact?]
COc1ccc(CNC(=O)CSc2ccsc2[N+](=O)[O-])cc1,4,-2,2,6,-8,2,-0.7,-3,2
CCOc1ccc(C(C(=O)NC2CCCCC2)N(C(=O)c2ccccn2)c2cccnc2)cc1 (stereo unspecified),2,12,10,-11,17,1,-0.7,11,-2

# Screens as filed in PubChem BioAssay.
